# IL2 activator: activates IL-2 in a cell-based reporter assay | AID 652025 | 0.065% of 360,000 active | activation, % (series mostly up to about 46 µM) | IL-2 activation reporter assay, cell-based qHTS; stimulated with anti-CD3/CD4/CD28 beads; in transgenic mouse T cells; in the data active means activation above about 50%; inconclusive means mostly about 30% to 49%; further: 0% is about no effect
#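 Using fluorescent plate cytometry, EGFP and DsRed are detected in transgenic mouse T cells stimulated 18 h at 37 degrees C with antibody-coated beads after 60 min compound pretreatment.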
# HepG2 viability: counter-screen for TGF-b inhibitors: cytotoxicity in HepG2 cells. HepG2 CAGA-GFP viability, ATP luminescence, 18 h. Potency, µM (top dose mostly 46.1 µM), without a hit: at the highest dose activity change, negative = cytotoxicity, hits mostly cytotoxic. 0.76% of 410,000 active. AID 588856; further: potency means the concentration at half of the fitted maximal effect; some results filed as inactive show a strong effect at the top dose
#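 HepG2 CAGA-GFP cells (1000/well, DMEM with 1% FBS) received compound, then TGF-beta at 500 pg/mL final, and were incubated 18 hours at 37 degrees C. Viability was read by CellTiter-Glo luminescence. Media-only wells were set as complete cell-killing and DMSO as no toxicity.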
# TGFb SMAD3 inh: inhibitors of TGF-b signaling; Potency, µM (highest dose often 46.1 µM), for the others: at the highest dose activity, negative = inhibition, usual class: inhibitors; HepG2 CAGA-GFP TGF-b/SMAD3 reporter, GFP fluorescence, 18 h; TGF-beta stimulated, 500 pg/mL final; 1.2% of 410,000 active; further: potency means the concentration at half of the fitted maximal effect; on the % scale 0 is the no-effect control and ±100 the full control effect; nearly all actives have a fitted effect of over 65% in size
#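 HEPG2 CAGA-GFP cells (1000/well, DMEM with 1% FBS) were pre-incubated 2 h at 37 degrees C, given compound by pin tool, then stimulated with TGF-beta at 500 pg/mL final for 18 h before per-cell GFP fluorescence imaging.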
# ATXN2 expr inh: reduces ATXN2 reporter expression in HEK-293 cells | HEK-293 ATXN2-luciferase reporter, luminescence, 24 h | Potency, µM (doses to about 57 µM), for the others: at the highest dose activity change, negative = inhibition, actives largely listed as inhibitors | 0.72% of 360,000 active | AID 1745845; further: potency means the concentration at half of the fitted maximal effect; on the % scale 0 is the no-effect control and ±100 the full control effect; nearly all actives have a fitted effect of over 55% in size
#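 ATXN2-luciferase reporter cells (luciferase flanked by upstream and downstream ATXN2 gene portions) were treated 24 h at 37 °C with compounds at up to 57 uM. SteadyGlo luminescence gave expression; GF-AFC fluorescence gave viability.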
# ATXN viability: cell viability loss in ATXN counter-screen | S2 cells (HEK-293 line with an ATXN2-luciferase reporter) viability, CellTiter-Fluor protease fluorescence, 24 h | Potency, µM (top dose mostly 56.7 µM), hits mostly cytotoxic | 0.49% of 400,000 active | AID 651635; further: potency means the concentration at half of the fitted maximal effect; nearly all actives have a fitted effect of over 40% in size
# EPAC2 ag: EPAC2 (human) agonism. Q8WZA2. EPAC2 activation, biochemical qHTS; response scale: 100% = 6.5 mM cAMP response. Potency, µM (titrated, usually from 154 µM), for the others: at the highest dose activation, hits mostly activators. 0.079% of 360,000 active; further: potency means the concentration at half of the fitted maximal effect; nearly all actives have a fitted effect of over 50% in size
# Target sequence (Q8WZA2 whole entry, looked up): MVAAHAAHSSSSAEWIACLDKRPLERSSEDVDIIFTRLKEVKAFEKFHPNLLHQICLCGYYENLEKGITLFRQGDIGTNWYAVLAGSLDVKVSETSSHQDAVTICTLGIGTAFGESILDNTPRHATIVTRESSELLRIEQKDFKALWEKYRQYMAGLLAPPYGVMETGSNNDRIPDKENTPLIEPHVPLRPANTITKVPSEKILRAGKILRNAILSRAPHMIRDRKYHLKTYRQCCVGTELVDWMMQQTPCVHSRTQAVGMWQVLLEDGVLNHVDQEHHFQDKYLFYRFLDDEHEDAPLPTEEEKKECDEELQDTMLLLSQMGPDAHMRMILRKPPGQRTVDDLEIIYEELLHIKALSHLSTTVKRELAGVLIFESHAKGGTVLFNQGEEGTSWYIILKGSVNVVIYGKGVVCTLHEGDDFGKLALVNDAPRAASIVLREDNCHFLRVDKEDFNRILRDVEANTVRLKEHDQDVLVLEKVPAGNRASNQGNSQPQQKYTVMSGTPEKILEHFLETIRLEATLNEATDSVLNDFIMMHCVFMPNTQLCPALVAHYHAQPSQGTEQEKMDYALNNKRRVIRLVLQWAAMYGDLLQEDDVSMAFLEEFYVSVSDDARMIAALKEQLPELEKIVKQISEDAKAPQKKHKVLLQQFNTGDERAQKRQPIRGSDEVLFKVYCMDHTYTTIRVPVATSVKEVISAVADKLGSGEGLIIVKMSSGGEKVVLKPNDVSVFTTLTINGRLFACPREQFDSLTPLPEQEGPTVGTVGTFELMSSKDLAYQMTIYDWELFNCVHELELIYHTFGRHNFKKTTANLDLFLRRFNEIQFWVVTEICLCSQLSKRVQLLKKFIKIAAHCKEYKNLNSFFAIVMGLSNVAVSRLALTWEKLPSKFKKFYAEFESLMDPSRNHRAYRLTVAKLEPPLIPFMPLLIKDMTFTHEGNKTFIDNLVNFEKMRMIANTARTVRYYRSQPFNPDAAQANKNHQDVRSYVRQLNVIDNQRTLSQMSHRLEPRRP
#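 Exchange assay: 100 nM EPAC2 with 250 nM Rap1B-BODIPY-GDP and 50 uM GDP. Fluorescence (ex 480/em 540 nm) read every 5 min for 30 min at room temperature. Data normalized to 6.5 mM cAMP as agonist control.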
# Nrf2 activator: activates Nrf2 signaling. 0.31% of 410,000 active. Potency, µM (doses to about 46.1 µM), inactives show at the highest dose activation, hits mostly activators. AID 624171. AREc32 ARE-luciferase reporter (MCF7-derived line), luminescence, 24 h; further: potency means the concentration at half of the fitted maximal effect; % of control where 0% means no effect; nearly all actives have a fitted effect of over 65% in size
#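 Steps: seed AREc32_Fluc cells (1000/well, 5% FBS OPTI-MEM); incubate overnight at 37 deg C; add 23 nL compound; incubate 24 hr; add Steady-Glo; hold 30 min RT; read luminescence.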
# Nrf2 block: Nrf2 pathway inhibition | A549 ARE-Fluc reporter, luciferase luminescence, 18-24 h | Potency, µM (titrated, usually from 46 µM), for the others: at the top dose activity change, negative = inhibition, most hits filed as inhibitors | 2.1% of 360,000 active | AID 504444; further: potency means the concentration at half of the fitted maximal effect; on the % scale 0 is the no-effect control and ±100 the full control effect; nearly all actives have a fitted effect of over 60% in size
#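 A549 ARE_Fluc cells, 5000/well, 5% FBS OPTI-MEM; compounds in dose-response, 18-24 h at 37 °C/5% CO2; CellTiter-Fluor viability read (Ex 405/Em 525), then BugLite luciferase luminescence = Nrf2 activity.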
# A549 viability: kills or reduces viability of A549 cells in Nrf2 counter-screen | A549 ARE-Fluc cells, CellTiter-Fluor viability, 18-24 h | Potency, µM (top dose mostly 46 µM), for the others: at the highest dose activity change, negative = cytotoxicity, usual class: inhibitors | 0.16% of 390,000 active | AID 504648; further: potency means the concentration at half of the fitted maximal effect; on the % scale 0 is the no-effect control and ±100 the full control effect
#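 A549 ARE_Fluc cells in 5% FBS OPTI-MEM were exposed to compounds in concentration-response for 18-24 h at 37 deg C. Viability was read by CellTiter-Fluor fluorescence (Ex 405/Em 525) after 30 min, before the luciferase read.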
# * = called active by the depositor; i = inactive; ? = inconclusive; . = no result given; & = joins results of further samples; [ ] = another dose, or the depositor's remark. Unless noted, the call rests on the fitted dose curve; in most records, active means well fitted curve in the direction sought with a large enough effect; inconclusive means small, poorly fitted or top-dose-only effect, or another doubt; inactive means no such curve, though single readings can be large; an effect the other way counts as inactive or inconclusive. Compounds as they come. About 4.3% of those tested had a hit in this group.
SMILES,IL2 activator,HepG2 viability,TGFb SMAD3 inh,ATXN2 expr inh,ATXN viability,EPAC2 ag,Nrf2 activator,Nrf2 block,A549 viability
CCc1nc2ccc(C(=O)NCCCn3ccnc3)cn2c1N(C)C(=O)c1cccc(OC)c1,0.4,1.3%,11.0%,9.3%,i,4.8%,0.2%[9.22 µM],.,.
CCN1C(=O)c2cccc3c(NC(=O)C4CCCCC4)ccc1c23,0.4,-12.4%,21.1%,8.0%,i,-23.3%,2.3%,-17.5%,-2.1%
Cc1ccc(-n2nc(-c3ccccc3)c3cnc4cc5c(cc4c32)OCO5)cc1C,.,0.2%,5.5%,5.1%,i,.,-0.3%,?,0.3%
COc1ccc(CC(=S)NCCc2ccccc2)cc1,-1.0,-24.3%,0.8%,8.4%,i,8.4%,0.1%,5.5%,-0.1%
O=C(NCCCCc1ccccc1)C1CC(c2cccc(F)c2)=NO1 (centres undefined),0.6,4.1%,9.7%,10.9%,i,12.1%,-1.0%,2.3%,-1.9%
CCCCOc1ccc(NC(=O)c2cnc(C)cn2)cc1,0.3,-1.1%,-5.3%,4.8%,?,-9.2%,-0.6%,-18.6%,-5.2%
CC1CN(S(=O)(=O)c2cccc3nsnc23)CC(C)O1 (centres undefined),-1.2,-1.9%,-26.9%,3.1%,i,-0.5%,-0.9%,?,-0.5%
CS(=O)(=O)N1CCC(C(=O)N2CCN(c3ccc(F)cc3)CC2)CC1,-0.7,-30.2%,-8.1%,-4.2%,i,-11.9%,-0.6%,0.1%,-1.0%
COC1(OC)N=C(N)C2(C#N)C(c3ccc4c(c3)OCO4)C12C#N (centres undefined),-0.6,-1.4%,1.7%,-7.6%,i,9.0%,0.6%,?,4.5%
CN1CCN(C(=O)/C(=C/c2ccccc2Cl)NC(=O)c2ccccc2)CC1,-2.2,-20.7%,-9.9%,9.0%,i,4.1%,-0.9%,-1.1%,0.1%
CCN1CCN(CCCN(Cc2cccs2)C(=S)Nc2ccccc2C)CC1,-3.8,-4.4%,1.0%,0.2%,i,2.4%,-0.9%,4.7%,-2.0%
Cc1ccc2nc(SCc3nnc(-c4cccs4)o3)[nH]c2c1,0.4,0.1%,20.1%,-8.4%,i,11.6%,7.4%,-10.3%,-1.4%
C[C@H](CO)N1C[C@H](C)[C@@H](CN(C)Cc2cccc(C(F)(F)F)c2)OCc2cnnn2CCCC1=O,-0.7,-21.3%,-9.6%,-11.3%,?,-7.4%,-0.1%,.,.
Nc1sc2c(c1C(=O)NC1CC1)CCCC2,1.1,-0.4%,6.0%,-10.8%,?,6.1%,-0.1%,-1.3%,0.4%
O=C1C(=O)N(Cc2cccnc2)C(c2ccc(Br)cc2)/C1=C(\O)c1ccc2c(c1)OCCO2 (centres undefined),-2.4,0.4%,9.3%,11.3%,i,-0.1%,-1.1%,6.0%,-11.5%
Cc1nn(Cc2ccc(C(=O)N3CCCC3)o2)c(C)c1[N+](=O)[O-],5.5,11.9%,23.5%,-0.5%,i,12.1%,0.3%,-10.0%,-0.3%
O=C(Nc1ccc(Oc2ccc3ccccc3c2)cc1)c1ccco1,-0.2,-0.6%,0.0%,?,i,5.6%,0.8%,?,-2.5%
COc1cc(NC(=S)N2CCc3ccccc3C2)cc(OC)c1,-3.0,-0.2%,-9.5%,9.3%,i,5.9%,0.2%,-1.8%,0.2%
Cc1cc(C)cc(NC(=O)CSc2nc(=O)n(CCCN3CCOCC3)c3c2CCCC3)c1,-0.5,-19.7%,-5.0%,-4.0%,i,-0.2%,3.3%,?,-11.8%
CCCn1c(=O)c2ccccc2n2c(SCC(=O)Nc3cc(C)on3)nnc12,1.3,-4.2%,1.5%,-2.6%,i,4.2%,-0.2%,16.9%,0.3%

# An excerpt of these results, with two lines to a compound.
# Sequence of screens: IL2 activator	HepG2 viability	TGFb SMAD3 inh	ATXN2 expr inh	ATXN viability	EPAC2 ag	Nrf2 activator	Nrf2 block	A549 viability
> Cc1ccc(-n2nc(-c3ccccc3)c3cnc4cc5c(cc4c32)OCO5)cc1C
  .	0.2%	5.5%	5.1%	i	.	-0.3%	?	0.3%
> COc1ccc(CC(=S)NCCc2ccccc2)cc1
  -1.0	-24.3%	0.8%	8.4%	i	8.4%	0.1%	5.5%	-0.1%
> O=C(NCCCCc1ccccc1)C1CC(c2cccc(F)c2)=NO1 (centres undefined)
  0.6	4.1%	9.7%	10.9%	i	12.1%	-1.0%	2.3%	-1.9%

# New compounds follow
SMILES,IL2 activator,HepG2 viability,TGFb SMAD3 inh,ATXN2 expr inh,ATXN viability,EPAC2 ag,Nrf2 activator,Nrf2 block,A549 viability
CSc1ccccc1NC(=O)COc1ccccc1Cl,-0.5,-20.6%,3.0%,25.6%,i,-0.9%[15.6 µM],4.4%,?,1.8%
Cc1ccc(NC(=O)c2cc3ccccc3o2)cc1,-0.2,-23.0%,-8.6%,.,i,6.1%,13.6%,?,-5.8%
Nc1ccc(C(=O)OCC(=O)Nc2ccc3c(c2)OCO3)cc1[N+](=O)[O-],-4.2,-14.9%,?,0.9%,i,12.4%,1.8%,14.0%,18.8%
CCOC(=O)c1[nH]c2ccccc2c1NC(=O)c1ccccc1OCC,.,-40.9%,-23.3%,?,?,.,5.5%,?,-15.7%
CCOC(=O)c1[nH]c(C)c(CCC(=O)Nc2ccccc2OCC)c1C,.,-48.6%,16.2%,-7.4%,i,.,-0.8%,.,-1.3%
Cc1ncc(CO)c2c1Oc1nc(-c3ccccc3)nc(SCC(=O)Nc3cccc(C(F)(F)F)c3)c1C2,.,-11.6%,?,.,.,.,9.5%,?,16.9%
O=Cc1ccc(-c2ccc(C(=O)O)cc2)o1,-2.5,-21.1%,-16.8%,9.7%,i,7.2%,0.5%,0.9%,2.1%
COc1cccc(CN(C)C(=O)c2ccccc2Sc2ccccc2C#N)c1OC,-3.8,-2.6%,3.3%,3.7%,i,8.3%,-0.5%,-7.8%,-0.1%
O=C(O)Cn1c(-c2ccccc2)nc2ccccc21,-0.4,7.8%,17.6%,-2.2%,i,0.2%,0.6%,?,8.5%
Cc1cccc(CSc2nc3cc(C(=O)NC4CCCC4)ccc3c(=O)n2Cc2ccccc2)c1,.,-9.0%,-15.8%,.,.,.,-0.9%,.,4.3%
O=C(Nc1ccc(Br)c(Cl)c1)c1ccc(C(=O)Nc2ccc(Br)c(Cl)c2)cc1,.,-19.8%,-1.0%,10.3%,i,.,-0.6%,11.3%,13.3%
CCC(C)(C)NC(=O)CN(C(=O)CCC(=O)Nc1ccccn1)c1ccc(F)c(Cl)c1,-2.0,-12.5%,-3.4%,0.0%,i,-8.4%,-0.5%,-0.3%,-5.7%
Cn1c(SCC(=O)NNC(=S)Nc2ccccc2)nnc1-c1ccccc1,0.5,-7.2%,-0.7%,-14.6%,i,-3.3%,-0.8%,-0.9%,-5.3%
COC(=O)c1sccc1NC(=S)N1CCN(c2ccccc2F)CC1,-0.4,25.2%,?,-9.4%,i,14.0%,0.7%,?,6.1%
Cc1ccc(S(=O)(=O)/N=C(\N)c2ccc(Cl)cc2)cc1,-0.1,10.2%,-5.7%,-22.6%,i,5.0%,1.8%,21.8%,-3.5%
NS(=O)(=O)c1ccc(NC(=S)NCc2ccccc2Cl)cc1,-0.4,-13.9%,-27.4%,-4.4%,i,8.1%,-0.7%[9.22 µM],-12.0%,13.5%
COC(=O)c1cc(-c2cccc(OC)c2)n[nH]1,0.0,-36.3%,4.9%,27.5%,i,4.1%,2.7%,?,2.7%
Clc1ccc(-n2c(SCc3nc4ccccc4[nH]3)nnc2-c2ccncc2)cc1,-1.6,36.9%,?,-1.4%,i,1.1%,-0.3%,6.3%,-5.7%
O=C(Cc1cc(=O)[nH][nH]1)N/N=C/c1cccc(Cl)c1Cl,0.8&3.4,4.7%&4.7%,2.5%&1.8%,-9.1%&7.1%,i,1.6%&-1.2%,0.3%&-0.6%,5.2%&-8.9%,6.7%&0.8%
CCOC(=O)c1oc2c(c1C)-c1nn(Cc3cccc(Cl)c3)cc1CC2,.,-24.2%,.,.,.,.,6.6%,?,12.1%
CCOC(=O)CNS(=O)(=O)c1ccc(C)cc1,-0.9,12.5%,-1.7%,-5.2%,i,-2.0%,-0.8%,7.7%,0.2%
Cn1c(=O)c(=O)n(C)c2cc(S(=O)(=O)N3CCCC3C(=O)NCc3cccnc3)ccc21 (centres undefined),1.8,20.3%,25.6%,14.0%,i,6.1%,0.0%,1.7%,5.2%
O=C(c1ccco1)N1CCN=C1SCc1cccc(F)c1,-1.0,2.6%,16.1%,-6.5%,i,2.5%,2.3%,?,1.4%
O=C(NC(CC(=O)N1CCN(c2ccccc2)CC1)c1ccccc1)c1ccccc1Cl (centres undefined),-3.1,-1.3%,-19.7%,-3.4%,i,3.6%,-0.2%,-16.6%,2.0%
N#Cc1ccc(C23CC4(C2)[C@H](CN(Cc2ccc(-c5ccccc5)cc2)[C@@H]4c2ccccc2)C3c2ccc(C(F)(F)F)cc2)cc1 (some centres undefined),1.0,-23.6%,-14.6%,-7.5%,i,-1.9%,0.8%,9.6%,2.0%
O=C(COC(=O)COc1ccc(Cl)cc1Cl)NC1CC1,0.2,4.3%,-3.8%,5.0%,i,0.7%,-0.7%,6.4%,-0.3%
C=C(C)c1cccc(C(C)(C)NC(=O)Nc2ccc(OC)nc2)c1,-1.8,-14.1%,-12.5%,-8.0%,i,-6.5%,-0.6%,?,11.6µM*
COC(=O)C1C2CCC(C2)C1C(=O)OCC(=O)c1ccc(C)cc1 (centres undefined),-2.4,-11.1%,0.8%,11.9%,i,14.1%,-0.3%,3.1%,-4.1%
CCOC(=O)Cn1c(=O)n(CC2CCCO2)c2nc(-c3ccc(C(C)C)cc3)nc(C(N)=O)c21 (centres undefined),.,-10.9%,0.9%,-4.5%,i,.,0.2%,.,5.7%
